IL1B secr inh = inflammasome signaling inhibition, IL-1 beta readout; hit rate 4.7% among 360,000; THP-1 LPS/ATP IL-1B secretion, AlphaLISA, 16 h; active compounds read low; activity change, % at 57.5 µM; AID 743279; in the data active = activity change below about -50%; inconclusive = mostly about -30% to -49%; note: % is set by controls: 0 for no effect and ±100 for the full control effect
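Secreted IL-1B measured by AlphaLISA bead assay after 16 h compound exposure of THP-1 cells; compounds (final up to 57.5 uM) added 1 h before LPS (250 ng/mL) and ATP (1.25 mM) stimulation; lower signal means less secretion.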
HT1080 IDH1KD tx = HT-1080 IDH1 knockdown cell toxicity (counter line); HT-1080 IDH1 knockdown viability, ATP luminescence, 48 h; Potency, µM (highest dose often 46.1 µM), inactives show at the highest dose activity, negative = toxicity, usual class: cytotoxic; hit rate 2% among 360,000;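 note: potency is the fitted concentration of half-maximal effect; 0% = DMSO wells and -100% = cell-free medium wells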
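HT-1080-IDH1KD cells (IDH1 knocked down), 750/well in RPMI with 5% FBS, treated with compound 48 h at 37 degrees C. Viability by CellTiter-Glo luminescence, normalised to DMSO and no-cell wells; concentration-response curves classed.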
HT1080-NT tox = kills 2HG-producing HT-1080-NT fibrosarcoma cells | AID 686970 | hit rate 1.6% among 360,000 | Potency, µM (titrated, usually from 46.1 µM), inactives show top-dose activity, negative = less viability, hits mostly cytotoxic | HT-1080-NT fibrosarcoma viability, CellTiter-Glo ATP luminescence, 48 h;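 note: NT is the 2HG producing partner of a matched IDH1 knockdown line; potency is the fitted concentration of half-maximal effect; 0% = DMSO-treated cells and -100% = media-only wells without cells; nearly all actives have a fitted effect of over 55% in size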
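Viability by CellTiter-Glo luminescence after 48 h compound exposure at 37C of HT-1080-NT cells (750/well, RPMI, 5% FBS). % activity scaled between DMSO wells and medium-only wells, then curve-fitted and categorized by curve class.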
ATXN2 expr inh = reduces ATXN2 reporter expression in HEK-293 cells | hit rate 0.72% among 360,000 | HEK-293 ATXN2-luciferase reporter, luminescence, 24 h | Potency, µM (doses to about 57 µM), for the others: at the highest dose activity change, negative = inhibition, usual class: inhibitors; note: potency is the fitted concentration of half-maximal effect; % is set by controls: 0 for no effect and ±100 for the full control effect; nearly all actives have a fitted effect of over 55% in size
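ATXN2-luciferase reporter cells (luciferase flanked by upstream and downstream ATXN2 gene portions) were treated 24 h at 37 °C with compounds at up to 57 uM. SteadyGlo luminescence gave expression; GF-AFC fluorescence gave viability.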
SW480 rerep = DNA re-replication induction in SW480 cells. SW480 DNA re-replication, Hoechst DNA content imaging, 48 h. Potency, µM (doses to about 46.1 µM), for the others: top-dose re-replication activation, actives largely listed as activators. hit rate 1.8% among 340,000. AID 624297; note: potency is the fitted concentration of half-maximal effect; % of control where 0% means no effect; nearly all actives have a fitted effect of over 55% in size
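Compounds, transferred as 23 nL by pin tool, were incubated with cells for 48 hr; DNA content per nucleus was then quantified by Hoechst staining and fluorescence plate imaging.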
KB-V1 MDR tox = kills drug-selected multidrug resistant KB-V1 cells | hit rate 3.4% among 400,000 | AID 1347076 | KB-V1 MDR cells viability, CellTiter-Glo, 72 h | Potency, µM (series often up to 46.1 µM), inactives show at the highest dose activity change, negative = cytotoxicity, most hits filed as cytotoxic; note: potency is the fitted concentration of half-maximal effect; % is set by controls: 0 for no effect and ±100 for the full control effect; nearly all actives have a fitted effect of over 60% in size
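Cytotoxicity via CellTiter-Glo luminescence after 72 h compound exposure at 37 degrees C. Cells: drug-selected KB-V1 line, DMEM phenol-red free plus 10% FBS. Compounds tested at multiple concentrations; normalized data fitted to concentration-effect curves.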
S2 tox = cell viability loss in ATXN counter-screen; AID 651635; S2 cells (HEK-293 line with an ATXN2-luciferase reporter) viability, CellTiter-Fluor protease fluorescence, 24 h; Potency, µM (series often up to 56.7 µM), hits mostly cytotoxic; hit rate 0.49% among 400,000; note: potency is the fitted concentration of half-maximal effect; nearly all actives have a fitted effect of over 40% in size
KB-3-1 tox = KB-3-1 parental cell cytotoxicity; KB-3-1 viability, CellTiter-Glo ATP luminescence, 72 h; Potency, µM (series often up to 46.1 µM), for inactives: at the top dose activity change, negative = cytotoxic, hits mostly cytotoxic; hit rate 1.4% among 400,000; AID 1347075; note: potency is the fitted concentration of half-maximal effect; % is set by controls: 0 for no effect and ±100 for the full control effect; nearly all actives have a fitted effect of over 60% in size
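Using CellTiter-Glo luminescence, growth of non-resistant KB-3-1 adenocarcinoma cells is assessed 72 h after pin-tool compound addition at 37 °C. Normalized responses across the concentration series yield fitted curves.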
MCF10A rerep = induces DNA re-replication in MCF 10a normal breast cells | Potency, µM (doses to about 46.1 µM), inactives show at the top dose activity, positive = re-replication, hits mostly activators | MCF 10A DNA re-replication, Hoechst nuclear intensity, 48 h | hit rate 2.9% among 350,000; note: potency is the fitted concentration of half-maximal effect; % of control where 0% means no effect; nearly all actives have a fitted effect of over 50% in size
Numbers without * were called inactive; i = inactive; u = inconclusive; x = no result given; [ ] = remark or other dose. Unless noted, calls come from the whole dose curve; as a rule, active = well fitted curve in the direction sought with a large enough effect; inconclusive = small, poorly fitted or top-dose-only effect, or another doubt; inactive = no such curve, though single readings can be large; an effect the other way counts as inactive or inconclusive.

SMILES | IL1B secr inh | HT1080 IDH1KD tx | HT1080-NT tox | ATXN2 expr inh | SW480 rerep | KB-V1 MDR tox | S2 tox | KB-3-1 tox | MCF10A rerep
C=CCNC(=S)Nc1c(N)n(C)c(=O)n(C)c1=O | 14.2 | -5.2% | -6.3% | 1.2% | 3.6% | 25.8% | i | -1.2% | -6.7%
COc1cc(OC)c(/C=N/N2CCN(c3ccccc3OC)CC2)c(OC)c1 | -3.1 | 4.9% | -4.4% | 14.8% | -25.9% | u | i | 3.9% | u
C[C@@H]1CN([C@@H](C)CO)C(=O)CCCn2cc(nn2)CO[C@H]1CN(C)S(=O)(=O)c1cccc(F)c1 | 13.5 | -0.2% | 6.6% | 2.8% | x | 1.2% | i | -9.6% | x
Cn1cc(/C=N/n2cnc3scc(-c4ccccc4)c3c2=O)c2ccccc21 | 51.8 | u | u | 2.0% | 14.6µM* | 2.06µM* | u | 5.17µM* | u
CCC(C(=O)NC1CC(C)(C)NC(C)(C)C1)c1ccccc1 (configuration not stated) | -13.5 | 0.4% | 3.3% | x | -5.6% | 12.6% | i | -0.3% | 0.2%
CC(C)CCNC(=O)CN(Cc1ccco1)C(=O)c1snc(C(N)=O)c1N | 1.9 | 24.2% | 19.3% | -22.8% | 0.8% | 1.7% | i | 11.0% | 6.1%
O=C(COC(=O)c1ccc2c(c1)C(=O)N(c1cccc3ncccc13)C2=O)c1ccc(Cl)cc1 | 11.1 | 18.5% | 15.3% | u | u | 6.1% | u | -1.9% | 6.51µM*
CC(=O)C[C@H](O)CC(=O)[C@H]1OC(=O)CC/C=C\Cc2ccccc21 | 28.7 | -10.8% | -1.4% | 11.6% | -0.2% | 11.2% | i | 32.3% | -13.8%
COc1cccc(NC2CC(=O)N(CCc3ccccc3)C2=O)c1 (configuration not stated) | 18.0 | 5.8% | 2.3% | 2.6% | -1.7% | -10.6% | i | 0.8% | -0.7%
C=CCn1c(=N)n(CC(=O)OCC)c2ccccc21 | 26.4 | 15.4% | 5.5% | -11.4% | -2.9% | 1.5% | i | 1.9% | -4.5%
Cc1ccc(NC(=O)COC(=O)CC2SC(N3CCCC3)=NC2=O)cc1 (configuration not stated) | 3.3 | 18.8% | 7.5% | -2.1% | u | 0.0% | i | -2.6% | 1.3%
CCCOC(=O)Nc1cc(OC)ccc1[N+](=O)[O-] | -0.5 | -12.0% | -8.8% | x | 3.2% | -2.5% | i | 1.6% | 8.1%
COc1cc(OC)cc(C(=O)NCC(=O)N2CCN(Cc3ccccc3)CC2)c1 | -2.9 | 2.6% | 5.7% | -3.3% | -2.2% | -3.6% | i | 1.8% | -3.8%
Cc1cccc(C)c1NC(=O)CNC(=O)c1ccccc1 | 9.2 | 5.3% | 17.9% | 4.0% | -94.5%[inhibitor] | 23.2% | i | 19.2% | u
O=C(CNC(=O)c1ccco1)Nc1ccc(F)c(Cl)c1 | -4.7 | 6.9% | 13.4% | -4.7% | 12.3% | u | i | 10.6% | u
O=C(Nc1c2c(nn1-c1ccccc1)CS(=O)(=O)C2)c1cc2ccccc2o1 | i | 0.0% | -6.0% | -18.8% | u | u | i | 19.5% | 14.4%
CCN(C(=O)COC(=O)c1ccc(=O)n(Cc2ccccc2)n1)C1CCS(=O)(=O)C1 (configuration not stated) | 11.4 | -3.4% | -3.0% | -5.1% | -2.1% | 8.8% | i | -4.5% | 5.8%
CC(Sc1nc(C2CC2)n(-c2ccccc2)n1)C(=O)c1c(N)n(C)c(=O)n(C)c1=O (configuration not stated) | -3.4 | -7.5% | -8.4% | -2.8% | 2.2% | u | i | -0.5% | 10.0%
COc1ccccc1N1CCN(C(=O)c2ccc(COc3cccc4c3OC(C)(C)C4)cc2)CC1 | u | -0.7% | -5.0% | u | u | u | u | u | u
CC(C)OP(=O)(c1ccc(N(C)C)cc1)C(O)c1ccc(Br)cc1 (configuration not stated) | -4.7 | 5.9% | -4.7% | -18.1% | -0.9% | 16.7% | i | -2.5% | 9.7%
CSc1ccc(NC(=O)C2(C)CCN2C(=O)c2cc(C)n(C)n2)cc1 (configuration not stated) | -3.5 | 7.7% | 1.9% | -11.6% | x | -2.1% | i | 0.0% | x
CCOC(=O)C1CCCN(C(=O)CN2CCN(Cc3ccc(Cl)cc3)C2=O)C1 (configuration not stated) | 36.9 | 5.9% | 7.4% | 0.0% | 0.3% | 0.2% | i | 10.5% | -3.7%
Cc1ccc(C(=O)NCCCc2ccccc2)s1 | -9.3 | 1.3% | -4.6% | 58.2%[activator] | 3.2% | -29.3% | i | 17.7% | -1.7%
CC(C)c1nnc(NC(=O)C2CCCN2C(=O)Nc2ccc(F)cc2)s1 (configuration not stated) | 21.0 | 4.4% | -0.1% | 2.1% | -36.2%[inhibitor] | 9.7% | i | -0.3% | -0.5%
O=C(Nc1ccc(F)cc1)C(c1ccccc1)N1CCN(CC(=O)N2CCOCC2)CC1 (configuration not stated) | -23.7 | -4.1% | -3.6% | 1.0% | 3.9% | -3.8% | i | -6.8% | -5.5%
O=C(CN(C(=O)c1csnn1)c1ccc(Br)cc1)NC1CCCCC1 | -0.4 | 13.2% | -7.5% | 6.1% | -0.9% | u | i | -7.6% | 8.8%
Nc1c(Br)c(=O)[nH]c(=O)n1-c1ccccc1 | 14.1 | 21.1% | 14.3% | 1.5% | -18.5% | -1.2% | i | 3.9% | 0.8%
Cc1ccc(-c2nc3ccc(C)cn3c2Cc2ccsc2)cc1 | -28.6 | u | u | 0.0% | x | 9.5% | x | -0.3% | x
CC(C)C[C@H]1CNC(=S)N1C[C@H]1CCCN1C[C@H](Cc1ccc(O)cc1)N1C[C@H](Cc2ccccc2)N(CCc2ccccc2)C1=S | -22.3 | -4.1% | -19.5% | -12.3% | x | -1.1% | u | -2.9% | x
CCC1CCc2sc(C(=O)NNC(=O)c3ccncc3)cc2C1 (configuration not stated) | 12.7 | -12.8% | -0.7% | 1.6% | -61.4%[inhibitor] | -1.7% | i | 8.6% | -5.6%

Sorted by formula weight (low to high): 5 of the compounds above
SMILES | IL1B secr inh | HT1080 IDH1KD tx | HT1080-NT tox | ATXN2 expr inh | SW480 rerep | KB-V1 MDR tox | S2 tox | KB-3-1 tox | MCF10A rerep
Cc1ccc(-c2nc3ccc(C)cn3c2Cc2ccsc2)cc1 | -28.6 | u | u | 0.0% | x | 9.5% | x | -0.3% | x
CCC1CCc2sc(C(=O)NNC(=O)c3ccncc3)cc2C1 (configuration not stated) | 12.7 | -12.8% | -0.7% | 1.6% | -61.4%[inhibitor] | -1.7% | i | 8.6% | -5.6%
CSc1ccc(NC(=O)C2(C)CCN2C(=O)c2cc(C)n(C)n2)cc1 (configuration not stated) | -3.5 | 7.7% | 1.9% | -11.6% | x | -2.1% | i | 0.0% | x
CCOC(=O)C1CCCN(C(=O)CN2CCN(Cc3ccc(Cl)cc3)C2=O)C1 (configuration not stated) | 36.9 | 5.9% | 7.4% | 0.0% | 0.3% | 0.2% | i | 10.5% | -3.7%
O=C(CN(C(=O)c1csnn1)c1ccc(Br)cc1)NC1CCCCC1 | -0.4 | 13.2% | -7.5% | 6.1% | -0.9% | u | i | -7.6% | 8.8%

Remaining list, next part
SMILES | IL1B secr inh | HT1080 IDH1KD tx | HT1080-NT tox | ATXN2 expr inh | SW480 rerep | KB-V1 MDR tox | S2 tox | KB-3-1 tox | MCF10A rerep
Cc1cc(C)nc(NCC(O)CNc2ccccc2Cl)n1 (configuration not stated) | 30.9 | -23.1% | -8.8% | 24.8% | 0.0% | u | u | -3.8% | 9.7%
O=C(NCc1ccncc1)[C@@H]1CCCN1C(=O)[C@H]1CCCN1 | 20.7 | 1.1% | 12.8% | 12.4% | x | -8.2% | i | u | x
CN(C)c1ccc(/C=C(\C#N)c2ccccn2)cc1 | -10.0 | u | u | 11.2µM* | 15.8% | u | i | u | 10.4%
Cc1cccc(NC(=O)Cn2c(=O)n(Cc3ccccc3)c(=O)c3oc4ccccc4c32)c1C | x | x | x | 3.9% | x | -3.6% | i | 1.1% | x
CCC(CC)C(=O)N1CCN(Cc2nc3ccccc3c(=O)[nH]2)CC1 | -2.4 | 13.3% | 25.6% | 7.8% | -12.5% | -2.6% | i | -0.1% | -9.2%
Cc1ccc(S(=O)(=O)Nc2nc(C)cc(NN)n2)cc1 | -2.7 | -7.3% | 27.1% | 3.9% | -6.3% | -18.4% | i | -10.2% | -0.2%
Cc1nc([N+](=O)[O-])cn1C(C)C | 10.6 | 8.3% | -0.8% | 10.6% | -45.8%[inhibitor] | 28.9% | i | -2.7% | 1.5%
COc1cccc(Nc2nc3ccc(OC)cc3s2)c1 | -172.3* | -19.2% | -3.1% | x | 17.7% | u | i | 1.4% | 20.3%
Cc1ccc2sc(-c3ccc(NC(=O)c4cc(-n5cnnc5)ccc4Cl)cc3)nc2c1 | -15.6 | 9.5% | -2.0% | 9.7% | 14.6µM* | -1.4% | i | u | 2.59µM*
O=C(CSc1nc(-c2ccccc2)cc(C(F)(F)F)n1)NCc1cccs1 | -5.1 | 0.5% | -0.7% | -12.1% | 1.8% | -8.9% | i | 14.0% | 6.51µM*
CCC(=O)NC(=S)Nc1ccc(OC)cc1OC | -1.0 | 23.5% | 11.0% | 1.3% | -2.7% | 6.1% | i | -4.9% | -0.6%
CCN(CC)C(=O)C(=O)c1cn(CC(=O)NCC2CCCO2)c2ccccc12 (configuration not stated) | -9.1 | 0.3% | 13.8% | -21.6% | -15.9% | -8.2% | i | 8.9% | -2.5%
COC(=O)c1cc(NC(=O)c2cccc(C(F)(F)F)c2)c(=O)oc1C/C=N/OCc1cccc(Cl)c1Cl | 9.9 | 0.0% | -7.8% | -1.5% | 13.3% | 10.4% | u | -3.1% | 18.4µM*
CCCCC1CCC(C(=O)OCC(=O)N(CCOC)c2c(N)n(Cc3ccccc3)c(=O)[nH]c2=O)CC1 (configuration not stated) | 10.4 | 4.5% | -1.5% | -25.7% | -6.1% | -0.9% | u | 10.5% | -2.1%
